# LMPTP block – LMPTP phosphatase inhibitors, primary screen, biochemical, fluorescence intensity, uHTS; Low molecular weight phosphotyrosine protein phosphatase (Homo sapiens), P24666; recombinant LMPTP-A, OMFP fluorogenic substrate; inhibition, % at 20 µM; hit rate 0.22% among 360,000;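 active = compounds that cut the enzyme signal by at least half of the control window in the single-dose screen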;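 also: plate controls were DMSO wells with enzyme plus substrate for no effect and substrate without enzyme for full effect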
# Target sequence (P24666 whole entry, looked up): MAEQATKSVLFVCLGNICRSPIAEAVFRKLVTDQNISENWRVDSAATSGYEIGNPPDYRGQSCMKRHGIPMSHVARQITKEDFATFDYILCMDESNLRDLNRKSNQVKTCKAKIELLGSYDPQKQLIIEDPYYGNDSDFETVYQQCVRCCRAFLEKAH
#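 test system = LMPTP-A | amount = 0.625 nM LMPTP-A final | reagent = fluorogenic phosphatase substrate OMFP at 400 µM final | incubation = 50 min at room temperature | benchmarks = no-enzyme low control, uninhibited high control | medium = Bis-Tris pH 6.0, DTT, detergent | signal = fluorescence intensity of OMFP turnover product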
# MLLE-PAM2 inh – inhibitors of PABP1 MLLE–PAM2 peptide binding, primary screen, biochemical, fluorescence polarization, FITC-PAM2, GST-MLLE; inhibition, % at 20 µM; hit rate 0.36% among 360,000; AID 588489, 2011; Polyadenylate-binding protein 1 (Homo sapiens), P11940; in the data active = inhibition above about 35%, passing the limit was not always enough;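 also: plate controls were DMSO wells with GST-MLLE for no effect and wells lacking GST-MLLE protein for full effect; some results filed as inactive read as strong as hits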
# STEP block – STEP phosphatase inhibitors, primary screen, biochemical, fluorescence intensity, uHTS | Tyrosine-protein phosphatase non-receptor type 5 (Homo sapiens), P54829 | recombinant STEP, OMFP fluorogenic substrate | inhibition, % at 20 µM | hit rate 0.25% among 360,000 | AID 588621, 2011;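 active = inhibition at 20 µM, scaled per plate between control wells, above about 37%, limit read from the data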;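 also: 0% = DMSO with enzyme and substrate and 100% = substrate only without enzyme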
# Target sequence (P54829 whole entry, looked up): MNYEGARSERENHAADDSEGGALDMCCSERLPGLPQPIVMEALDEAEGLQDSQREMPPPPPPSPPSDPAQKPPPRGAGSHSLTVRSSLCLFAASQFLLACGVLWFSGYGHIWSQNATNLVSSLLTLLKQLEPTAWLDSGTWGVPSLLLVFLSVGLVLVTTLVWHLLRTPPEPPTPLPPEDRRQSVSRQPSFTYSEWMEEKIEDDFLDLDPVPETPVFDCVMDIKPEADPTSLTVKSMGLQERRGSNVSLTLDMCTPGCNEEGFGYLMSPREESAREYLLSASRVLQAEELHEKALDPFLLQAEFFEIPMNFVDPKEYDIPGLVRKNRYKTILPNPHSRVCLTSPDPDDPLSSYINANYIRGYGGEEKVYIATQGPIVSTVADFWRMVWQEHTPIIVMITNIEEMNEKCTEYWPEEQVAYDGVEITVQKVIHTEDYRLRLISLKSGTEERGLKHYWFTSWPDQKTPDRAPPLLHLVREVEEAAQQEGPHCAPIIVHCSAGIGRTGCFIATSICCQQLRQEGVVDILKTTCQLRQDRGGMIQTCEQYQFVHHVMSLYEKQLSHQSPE
#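 Measure: Control-normalized % inhibition with plate pattern correction | Test system: STEP phosphatase, cell-free reaction | Medium: pH 6.0 Bis-Tris with DTT and Tween 20 | Technique: Fluorescence, 480/540 nm | Times: Reaction 20 min, ambient temperature | Doses: Single compound dose of 20 µM, 1% DMSO final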
# CSN inh – inhibitors of CSN-mediated cullin deneddylation, primary screen, biochemical, fluorescence polarization, uHTS. Purified CSN, SCF-Nedd8-OG deneddylation. inhibition, % at 12.5 µM. hit rate 0.38% among 360,000. AID 651999, 2013;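 active = pattern-corrected inhibition above about 35%, with an unprinted fluorescence ratio check between 0.5 and 1.5, limit read from the data, passing the limit was not always enough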;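 also: 0% = enzyme with substrate and 100% = substrate without enzyme; some results filed as inactive read as strong as hits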
#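 Material: purified human Csn5 enzyme expressed in HEK293T cells / Medium: Tris buffer pH 7.5, NaCl, DTT, Tween-20, trehalose, ovalbumin / Compound dosing: 12.5 µM single point / Schedule: 90 min incubation of compound, enzyme and substrate at room temperature / Signal: fluorescence polarization of the substrate / Control set: no-enzyme wells high, enzyme-with-substrate wells low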
# DNMT1 block – human DNMT1 methyltransferase inhibitors, primary screen, biochemical, molecular beacon, fluorescence, HinP1I cleavage, uHTS | inhibition (reported as % activation of signal), % at 10 µM | hit rate 0.83% among 360,000 | AID 588458, 2011; in the data active = inhibition above about 50%
# Tb MetRS inh – T. brucei MetRS inhibitors, primary screen, biochemical, luminescence; methionyl-tRNA synthetase (Trypanosoma brucei brucei); purified T. brucei MetRS, ATP depletion, Kinase-Glo luminescence; inhibition, % at 11.9 µM; hit rate 0.4% among 360,000;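 active = inhibition above a per-plate cutoff of the control wells' mean inhibition plus 3 SD, cut at about 5.5% in these data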;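 also: 0% = DMSO wells median and 100% = median of wells with control inhibitor compound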
#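 technique = Kinase-Glo luminescence, ATP depletion format | system = purified MetRS (methionyl-tRNA synthetase) enzyme from Trypanosoma brucei | timing = 15 min preincubation, 2 h reaction, all 25 °C | evaluation = percent inhibition versus plate control medians | dosing = single dose, 11.9 µM final nominal, 0.9% final DMSO | also added = substrates ATP, L-methionine and bulk Escherichia coli tRNA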
# Scp-1 inhibitor – Scp-1 phosphatase inhibitors, primary screen, biochemical, colorimetric, uHTS; hit rate 0.88% among 340,000; Carboxy-terminal domain RNA polymerase II polypeptide A small phosphatase 1 (Homo …; inhibition, % at 20 µM; Recombinant Scp1, phosphopeptide, malachite green phosphate absorbance;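 active = inhibition above about 50% at 20 µM, limit read from the data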;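 also: plate controls were DMSO wells with enzyme for no effect and wells lacking enzyme for full effect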
#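 Test system: SCP-1 catalytic domain; Buffer or medium: Acidic Tris acetate buffer with magnesium and detergent; Also added: Phosphorylated 17-residue peptide substrate; Compound: single 20 µM dose, 1% DMSO; Schedule: enzyme reaction 45 min at room temperature, colour 5 min, stabilisation 30 min; Signal: Phosphate-binding colour reagent, absorbance read at 630 nm.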
# NadD inh – inhibitors of S. aureus NadD, primary screen, biochemical, colorimetric, uHTS; hit rate 0.78% among 360,000; inhibition, % at 20 µM; purified NadD enzyme, colorimetric absorbance read-out; in the data active = inhibition above about 26%; also: some compounds past the cut are filed as inactive
# SUMO1-SIM PPI – modulators of SUMO1 protein-protein interactions, primary screen, biochemical, uHTS | Small ubiquitin-related modifier 1 (Homo sapiens), P63165 | SUMO1 binding to a labelled peptide, TR-FRET, 1 h | inhibition, % at 20 µM | hit rate 0.33% among 360,000 | AID 602429, 2012; in the data active = inhibition above about 37%
# Rpn11 block – Rpn11 (PSMD14) deubiquitinase inhibitors, primary screen, biochemical, fluorescence polarization, uHTS. calls only at 20 µM. 26S proteasome non-ATPase regulatory subunit 14 (Homo sapiens), O00487. human 26S proteasome, Ub4-pepOG fluorescence polarization; 20S core pre-blocked with epoxomicin. hit rate 0.59% among 360,000;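 active = inhibition at 20 µM, scaled to each plate's controls, above about 33%, limit read from the data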
# Target sequence (O00487 whole entry, looked up): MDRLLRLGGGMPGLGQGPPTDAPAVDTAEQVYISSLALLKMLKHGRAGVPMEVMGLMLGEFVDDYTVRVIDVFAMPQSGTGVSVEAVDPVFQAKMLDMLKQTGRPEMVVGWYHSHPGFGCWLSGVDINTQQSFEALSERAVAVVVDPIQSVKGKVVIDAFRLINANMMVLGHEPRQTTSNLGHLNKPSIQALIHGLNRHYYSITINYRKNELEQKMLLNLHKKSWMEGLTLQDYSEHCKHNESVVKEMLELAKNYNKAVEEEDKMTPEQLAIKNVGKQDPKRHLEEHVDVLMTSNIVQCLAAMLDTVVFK
# Numbers without * were called inactive; i = inactive; nt = no result given. Rows were taken by chance; about 3.6% have a hit in one of these screens.
SMILES	LMPTP block	MLLE-PAM2 inh	STEP block	CSN inh	DNMT1 block	Tb MetRS inh	Scp-1 inhibitor	NadD inh	SUMO1-SIM PPI	Rpn11 block
CC(C)C1C(=O)N(Cc2cn(Cc3ccco3)nn2)CCS(=O)(=O)N1Cc1ccc(-c2ccccc2)cc1 (stereo not drawn)	3.3	17	0	4	-9	-0.7	nt	3	5	i
O=C1CN(C(=O)COC(=O)c2ccccc2NC(=O)c2ccco2)c2ccccc2N1	1.0	-12	-2	3	0	0.6	-11	7	2	i
O=C1[C@@H]2Cc3c([nH]c4ccccc34)C(c3ccccc3)N2C(=O)CN1C1CC1 (stereo partly drawn)	-1.1	1	0	-2	-3	0.3	6	-4	-3	i
COc1ccc(C2(C(=O)Nc3ccc(C)c(C)c3)CCOCC2)cc1	-0.6	-8	-1	0	0	-1.2	7	-1	0	i
Cc1cc(C)c2c(c1)/C(=N/NC(=S)Nc1ccc(F)cc1)CCC2	0.5	8	-6	4	1	-0.4	9	5	3	i
COc1ccc(Cl)cc1C(=O)NCC#N	-1.4	-20	-6	0	2	-0.2	-7	2	-1	i
O=c1cc(CO)oc(CN2CCN(c3cccc(C(F)(F)F)c3)CC2)c1O	-0.3	10	3	-2	2	-0.1	-3	-6	1	i
Cc1cc(OCC(=O)OCC(=O)N(C)c2c(N)n(Cc3ccccc3)c(=O)[nH]c2=O)ccc1Cl	0.2	-8	-3	3	0	-0.4	-2	1	2	i
Cc1ccc(C)c(S(=O)(=O)N2CCCC2CNC(=O)c2ccc([N+](=O)[O-])cc2)c1 (stereo not drawn)	0.8	6	-1	2	-6	-0.4	-7	-11	-28	i
CC(=O)N1c2ccc(S(=O)(=O)N3CCOCC3)cc2CC1C (stereo not drawn)	0.1	-4	2	-1	-1	-0.2	-5	2	14	i
NC(=O)/C(=C\c1ccncc1)c1cccc2ccccc12	-0.5	12	-2	-2	-1	-0.3	-4	0	-8	i
O=C(CC1C(=O)NCCN1Cc1c(F)cccc1Cl)NCCC1=CCCCC1 (stereo not drawn)	-1.4	-2	1	-3	13	-0.4	2	-3	-1	i
COc1cc(CCC(=O)OCC(=O)NCCc2ccc(S(N)(=O)=O)cc2)cc(OC)c1OC	-1.2	-6	-3	1	5	-0.2	-5	1	0	i
CCc1ccc(OCC(=O)NNC(=O)c2cnccn2)c(Br)c1	-1.6	-11	-1	1	1	-0.3	-2	2	-2	i
CC(=O)Nc1ccc(-n2c(C)ccc2C)cc1	-0.8	8	1	-3	-5	-0.6	-3	2	-6	i
COc1ccc(C(=O)Nc2cc(OC)c(Cl)cc2Cl)cc1	1.0	4	0	9	1	0.4	-5	-3	2	i
CCN(CC)c1ccc(/C=N/Nc2nc(C)cc(=O)[nH]2)cc1	-0.5	-23	4	2	-4	-0.5	-4	1	-4	i
CC12CCC(C(=O)O)(c3nc4cc([N+](=O)[O-])ccc4nc31)C2(C)C (stereo not drawn)	-0.1	8	-1	-4	4	-0.6	3	-4	-34	i
C[C@@H]1C=C[C@](Cc2ccccc2)(C(=O)NCCc2c[nH]c3ccccc23)N1C(=O)c1ccccc1	-1.1	-4	0	-2	-6	-0.3	-6	-11	3	i
C[C@@H]1CN([C@@H](C)CO)C(=O)c2cc(Br)cnc2O[C@H]1CN(C)C(=O)c1ccncc1	-0.2	19	0	2	3	-0.4	nt	0	1	i

# Molecules listed so far with a nitro group on carbon (2):
SMILES	LMPTP block	MLLE-PAM2 inh	STEP block	CSN inh	DNMT1 block	Tb MetRS inh	Scp-1 inhibitor	NadD inh	SUMO1-SIM PPI	Rpn11 block
Cc1ccc(C)c(S(=O)(=O)N2CCCC2CNC(=O)c2ccc([N+](=O)[O-])cc2)c1 (stereo not drawn)	0.8	6	-1	2	-6	-0.4	-7	-11	-28	i
CC12CCC(C(=O)O)(c3nc4cc([N+](=O)[O-])ccc4nc31)C2(C)C (stereo not drawn)	-0.1	8	-1	-4	4	-0.6	3	-4	-34	i

# The list goes on.
SMILES	LMPTP block	MLLE-PAM2 inh	STEP block	CSN inh	DNMT1 block	Tb MetRS inh	Scp-1 inhibitor	NadD inh	SUMO1-SIM PPI	Rpn11 block
CNC(=S)N/N=C/c1ccc(-c2ccc(C(=O)O)cc2)o1	1.9	9	4	6	13	-4.3	52*	4	2	i
CC1CCCCN1S(=O)(=O)c1ccc2c(c1)C(C)(C)C(=O)N2C (stereo not drawn)	-0.5	-2	2	-3	1	-0.2	-4	-6	-3	i
COc1ccc(CNC(=O)c2sc(=S)n(-c3ccccc3)c2N)cc1	5.2	27	13	5	-7	0.5	-14	1	-3	i
O=C(Nc1ccc(C(=O)N2CCCCC2)cc1)c1ccc(Br)cc1	0.3	-3	-4	-2	-1	-0.2	1	2	0	i
O=C(CSc1ccc(Cl)cc1)NC1CCCc2ccccc21 (stereo not drawn)	-0.1	1	-1	-6	1	-0.5	-2	-1	-1	i
Cc1cccc(NC(=O)C2C(C(=O)O)C3C=CC2C32CC2)c1C (stereo not drawn)	0.2	-9	2	-2	-2	-1.0	3	6	-29	i
Cc1cc(C)c(C)c(S(=O)(=O)N(C)CCc2ccccn2)c1C	-0.2	2	4	-4	-2	0.4	0	-7	-3	i
S=C(c1ccc(N2CCCC2)cc1)N1CCCCC1	1.8	3	4	1	6	-0.7	3	6	5	i
O=C(c1ccccc1)C1CCc2occc2C1=O (stereo not drawn)	-0.5	15	2	4	7	-0.4	-10	-4	-1	i
Cc1ccc(-c2cc(C(=O)NCCCn3ccnc3)c3ccccc3n2)s1	0.8	-6	-2	-5	-13	0.0	-11	5	-15	i
COC(=O)Nc1nc2ccc(SC(C)C)cc2[nH]1	0.4	3	-2	-4	1	-1.1	1	4	3	i
CCOC(=O)c1cn(CC(=O)Nc2ccc(C(C)C)cc2)nn1	0.1	-3	-2	-2	0	-1.2	-22	-2	1	i
O=C1CC(C(=O)Nc2ccc(F)cc2)n2cnnc2N1 (stereo not drawn)	-0.9	2	2	0	3	-1.3	-1	-1	-1	i
N#Cc1cccc(S(=O)(=O)NNC(=O)C23CC4CC(CC(C4)C2)C3)c1	-0.4	1	3	4	2	-0.3	-12	-4	6	i
N/C(=N\OC(=O)c1ccccc1Cl)c1ccccn1	-1.8	-6	-10	0	1	-2.9	0	2	-1	i
CCCC1=NN(C(=O)Cc2ccc(OC)c(OC)c2)C(O)(C(F)(F)F)C1 (stereo not drawn)	-1.3	7	0	-3	1	0.3	-11	-5	-5	i
COc1ccc(C2=CC(c3ccc(C)cc3)n3nnnc3N2)cc1 (stereo not drawn)	1.1	61	-4	-9	-3	-0.5	-5	7	-20	i
CN(C)c1ccc(CC(=O)N2CCCCC2c2cc(C(=O)Nc3ccccc3Cl)no2)cc1 (stereo not drawn)	3.2	6	4	-2	-3	-0.3	nt	1	0	i
CCCn1ccnc1SCC(=O)Nc1c(C)n(C)n(-c2ccccc2)c1=O	-2.3	-3	-5	4	2	-0.2	-6	-3	1	i
O=C(Nc1nncs1)C1c2ccccc2Oc2ccccc21	-0.1	-1	1	4	3	-1.1	-7	-3	1	i
CCOC(=O)C1=C(C)NC(C)=C(C(=O)OCC)C1c1ccco1	0.3	11	2	2	1	2.5	-8	-5	1	i
Cc1cc(-c2ccc(C(C)C)c(S(=O)(=O)Nc3cc(C)on3)c2)on1	-1.9	14	0	-1	1	-1.1	-5	-6	10	i
Cc1ccc2nc(N3CCN(C=O)CC3)nc(-c3ccccc3)c2c1	2.4	3	0	-2	4	0.0	-3	-3	-11	i
O=c1cc(N2CCc3ccccc32)[nH]c(=O)n1Cc1ccc(F)cc1	0.0	16	2	1	-10	0.5	-9	1	8	i
CN(C(=O)CSc1nc2ccccc2c(=O)n1-c1ccccc1F)C1CCS(=O)(=O)C1 (stereo not drawn)	-2.3	-22	-3	4	-12	-0.4	-12	-2	0	i
COc1ccccc1Nc1ncccc1[N+](=O)[O-]	0.3	4	0	1	-4	-1.1	-5	-3	-35	i
COc1ccc(Cl)cc1S(=O)(=O)NC(C)C(=O)NCCN1CCOCC1 (stereo not drawn)	-2.3	-17	-1	-3	5	-0.4	0	1	2	i
CCN1CCN(c2cc(C(C)(C)C)nc3c(-c4ccccc4)c(C)nn23)CC1	-0.3	-15	-3	3	-1	-0.6	-8	-11	4	i
CC(=O)c1cnc2nc(SCc3ccc(Cl)cc3)nn2c1C	0.5	-11	3	0	1	0.6	19	-6	2	i
CCc1ncc(CN2CCCC(C(=O)Nc3cccc(-c4ccc(F)cc4)c3)C2)cn1 (stereo not drawn)	1.1	-9	0	1	-3	-0.5	-5	-1	-5	i
NS(=O)(=O)c1ccc2nc(NC(=O)c3ccncc3)sc2c1	0.7	7	1	-2	2	-0.5	-7	-3	0	i
O=C(Cc1ccccc1)NCCc1cn2ccsc2n1	-1.9	6	-2	-2	1	0.2	-1	2	1	i
CCC(=O)Nc1cc(C)c(NC(=O)c2ccco2)cn1	-1.5	-3	-2	0	6	-0.2	9	2	1	i
Cc1c(C)c2ccc(OS(C)(=O)=O)c(C)c2oc1=O	-2.7	12	0	-11	-2	-0.2	0	2	-2	i
O=c1[nH]cnc2c1ncn2[C@@H]1C[C@@H](O)[C@H](CO)O1	-1.6	9	2	1	2	-0.9	-4	-4	1	i

# Screening results: PubChem BioAssay, several laboratories
